RGS4 inhibitor: inhibitors of human regulator of G protein signaling 4; actives 0.039% (n = 390,000); Transcreener GDP fluorescence polarization, RGS4-accelerated GTP hydrolysis; P49798; Potency, µM (top dose mostly 114 µM), inactives show at the highest dose activity change, negative = inhibition, usual class: inhibitors; AID 504845; also: potency is read from the fitted curve at half-maximal effect; % is scaled to controls: 0 for no effect and ±100 for the full control effect; nearly all actives have a fitted effect of over 75% in size; some results filed as inactive show a strong effect at the top dose
Target sequence (P49798 whole entry, looked up): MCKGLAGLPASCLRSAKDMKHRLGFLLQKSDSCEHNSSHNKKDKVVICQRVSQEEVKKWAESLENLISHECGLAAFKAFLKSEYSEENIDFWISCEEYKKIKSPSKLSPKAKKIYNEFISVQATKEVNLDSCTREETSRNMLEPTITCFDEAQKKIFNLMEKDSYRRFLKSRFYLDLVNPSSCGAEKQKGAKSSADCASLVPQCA
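MLSMR compounds (23 nl, pin-transferred) preincubated 10 min at room temperature with a 500nM (2x) first reagent, then RGS4 at 900nM (2x) plus Transcreener GDP mix added; fluorescence polarization (620/688 nm) read before and after 90 min at 30 °C.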
TrxR1 substrate: substrates of rat thioredoxin reductase 1 | O89049 | purified TrxR1 substrate turnover, NADPH consumption readout | Potency, µM (highest dose often 114 µM), inactives show top-dose activity change, negative = substrate turnover | actives 0.01% (n = 390,000); also: potency is read from the fitted curve at half-maximal effect; % is scaled to controls: 0 for no effect and ±100 for the full control effect; nearly all actives have a fitted effect of over 50% in size
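Rat TrxR1, dispensed at 90 nM, was prereduced with 400 uM NADPH (final) for 5 min at ~22 deg C, then incubated with compound 15 min before 400 uM selenite. A first-read NADPH fluorescence drop versus no-compound background flagged substrates.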
IDH1 R132H inh: blocks human mutant IDH1 R132H enzyme; IDH1-R132H enzyme, NADPH consumption, diaphorase/resazurin fluorescence; Potency, µM (highest dose often 76.6 µM), without a hit: at the highest dose activity change, negative = inhibition, most hits filed as inhibitors; actives 0.093% (n = 390,000); AID 602179; also: potency is read from the fitted curve at half-maximal effect; % is scaled to controls: 0 for no effect and ±100 for the full control effect; nearly all actives have a fitted effect of over 65% in size
Target sequence (O75874 whole entry R132H, stated change not applied): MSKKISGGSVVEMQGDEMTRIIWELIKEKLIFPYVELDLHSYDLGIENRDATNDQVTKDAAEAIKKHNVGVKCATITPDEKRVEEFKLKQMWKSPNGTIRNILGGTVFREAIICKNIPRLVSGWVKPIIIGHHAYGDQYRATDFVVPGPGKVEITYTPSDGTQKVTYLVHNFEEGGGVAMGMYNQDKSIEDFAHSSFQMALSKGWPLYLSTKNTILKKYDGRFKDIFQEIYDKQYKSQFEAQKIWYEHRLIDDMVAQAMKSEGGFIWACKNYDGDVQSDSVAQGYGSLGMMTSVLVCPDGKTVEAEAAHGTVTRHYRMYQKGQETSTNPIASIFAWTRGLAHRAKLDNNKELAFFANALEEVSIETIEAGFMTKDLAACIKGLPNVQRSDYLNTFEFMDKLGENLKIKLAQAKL
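IDH1-R132H (0.5 ug/mL) preincubated 30 min with compound, then NADPH (0.016 mM) and alpha-KG (2 mM) added; 80 min at RT, pH 7.5. Remaining NADPH coupled via diaphorase/resazurin to fluorescence (540/590 nm); concentration-response curves normalized to no-enzyme control.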
USP1-UAF1 inh: USP1/UAF1 (human) deubiquitinase inhibition; Potency, µM (series often up to 57.1 µM), without a hit: top-dose activity change, negative = inhibition, most hits filed as inhibitors; O94782; recombinant USP1/UAF1, Ub-Rhodamine cleavage fluorescence; actives 0.23% (n = 390,000); also: potency is read from the fitted curve at half-maximal effect; % is scaled to controls: 0 for no effect and ±100 for the full control effect; nearly all actives have a fitted effect of over 60% in size; inactives centre near -12
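USP1/UAF1 complex (1 nM) preincubated 15 min at room temperature with compound, then Ub-Rho substrate (150 nM final) added. Kinetic fluorescence at 480/540 nm over 6 reads at 60 s intervals; 50 mM HEPES pH 7.8, 0.5 mM EDTA, 0.1 mg/ml BSA, 1 mM TCEP, 0.01% Tween-20.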
rTrxR1 inhibitor: rat TrxR1 inhibition; actives 1% (n = 390,000); O89049; recombinant rTrxR1, NADPH fluorescence consumption, selenite substrate; Potency, µM (titrated, usually from 114 µM), without a hit: top-dose activity change, negative = inhibition, most hits filed as inhibitors; also: potency is read from the fitted curve at half-maximal effect; % is scaled to controls: 0 for no effect and ±100 for the full control effect; nearly all actives have a fitted effect of over 65% in size
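Rat TrxR1 (90 nM in the dispensed reagent) was pre-reduced with 400 uM NADPH for 5 min at room temperature, then incubated with compound for 15 min. After 400 uM selenite was added, NADPH fluorescence (Ex 340/Em 450 nm) was followed for 8 min.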
Vif-A3F inh: blocks the Vif interaction with APOBEC3F | HeLa A3F-eYFP + Vif (tagged APOBEC3F with the HIV-1 protein that degrades it), YFP fluorescence increase | Potency, µM (top dose mostly 46.1 µM), inactives show top-dose activity, negative = active | actives 0.2% (n = 390,000) | AID 602313; also: potency is read from the fitted curve at half-maximal effect; % of control where 0% means no effect; nearly all actives have a fitted effect of over 65% in size
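HeLa cells stably expressing A3F-eYFP plus Vif, plated and incubated overnight at 37 deg C, then exposed to compounds overnight at 37 deg C. Blocked degradation read as raised yellow fluorescence (Ex 488/Em 500-530).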
Vif-APOBEC3G blk: inhibitors of Vif-APOBEC3G interaction. Q9HC16. HeLa A3G-eYFP + Vif (tagged APOBEC3G with the HIV-1 protein that degrades it), YFP fluorescence, overnight. Potency, µM (titrated, usually from 46.1 µM), inactives show top-dose activity, negative = active, usual class: inhibitors. actives 0.076% (n = 410,000);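 also: potency is read from the fitted curve at half-maximal effect; % is scaled to controls: 0 for no effect and ±100 for the full control effect; nearly all actives have a fitted effect of over 60% in size; hits raise eYFP signal because A3G escapes Vif-driven loss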
Target sequence (Q9HC16 whole entry, looked up): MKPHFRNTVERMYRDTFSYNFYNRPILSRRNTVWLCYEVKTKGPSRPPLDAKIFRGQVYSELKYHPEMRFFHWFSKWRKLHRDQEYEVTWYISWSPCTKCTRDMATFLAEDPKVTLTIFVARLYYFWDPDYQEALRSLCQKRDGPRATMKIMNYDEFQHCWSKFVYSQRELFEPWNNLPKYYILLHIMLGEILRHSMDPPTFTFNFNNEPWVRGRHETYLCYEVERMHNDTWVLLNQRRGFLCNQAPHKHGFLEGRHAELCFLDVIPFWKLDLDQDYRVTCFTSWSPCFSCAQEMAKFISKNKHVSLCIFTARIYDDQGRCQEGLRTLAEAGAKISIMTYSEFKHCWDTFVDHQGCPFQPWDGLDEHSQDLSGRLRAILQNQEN
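Read-out is eYFP fluorescence (Ex 488/Em 500-530) from Vif-expressing HeLa A3G-eYFP cells; more signal means A3G escaped Vif-mediated degradation. Cells plated overnight, compound pinned in, incubated overnight at 37 deg C.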
LDHA inh: inhibitors of human lactate dehydrogenase A. P00338. purified LDHA, NADH/diaphorase-resazurin fluorescence; stronger effect = lower value. activity change, % (values are at about 110 or 230 µM). actives 0.15% (n = 480,000). AID 1347041; in the data active = activity change below about -30%; inconclusive = mostly about -25% to -30%;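 also: plate controls were DMSO wells for no effect and wells without enzyme for full effect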
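LDH5 2 nM; NADH 0.06 mM, pyruvate 0.2 mM; 200 mM Tris pH 7.4, EDTA, Tween-20; 5 min RT. Detection: diaphorase 0.133 mg/mL + resazurin 37 µM, fluorescence ex540/em590 at 0 and 20 min; normalized to enzyme-free and DMSO wells.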
Glioma ERSR ind: inducers of ER stress response in human glioma cells | U87-MG GRP78 promoter luciferase reporter, 16 h | Potency, µM, for inactives: at the top dose activation, usual class: activators | actives 0.02% (n = 420,000); also: potency is read from the fitted curve at half-maximal effect; series mostly up to about 76 µM; % of control where 0% means no effect; nearly all actives have a fitted effect of over 35% in size
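Stably transfected U87-MG glioma cells carrying a GRP78-based luciferase sensor; 16 h compound incubation. Luminescence end-point read 10 min after Bright-Glo addition at room temperature.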
* hit, by the source's call; ? = inconclusive; · = not tested or not shown; & = joins results of further samples; [ ] = remark or other dose. Unless noted, calls follow the shape of the dose curve; as a rule, active = well fitted curve in the direction sought with a large enough effect; inconclusive = small, poorly fitted or top-dose-only effect, or another doubt; inactive = no such curve, though single readings can be large; an effect the other way counts as inactive or inconclusive. A portion of the library; rates above refer to the full screens.

SMILES	RGS4 inhibitor	TrxR1 substrate	IDH1 R132H inh	USP1-UAF1 inh	rTrxR1 inhibitor	Vif-A3F inh	Vif-APOBEC3G blk	LDHA inh	Glioma ERSR ind
CCCOc1ccccc1N/C(N)=N/c1nc(C)cc(C)n1	14%	11%	2%	-1%	16%[57.1 µM]	1%	0%	-2	4%
COC(=O)Cc1c(C)nc2nc(Cc3ccccc3)[nH]n2c1=O	-21%	3%[57.1 µM]	-2%	-10%	-2%[57.1 µM]	-2%	0%	-4	-7%
COc1ccc(OC)c(NC(=O)CSc2nnc(-c3ccncc3)s2)c1	5%	-1%	4%	-17%	-6%	5%	0%	-2	-6%
COCCN1C(=O)C(=O)/C(=C(/O)c2cccc(OC)c2)C1c1ccncc1 (stereo not given)	10%	-17%	-2%	5%	-14%	2%	2%	-7	-6%
c1ccc(CCn2nnnc2C(c2cccnc2)N2CCN(c3nc4ccccc4s3)CC2)cc1 (stereo not given)	2%	9%	3%	?	28%[57.1 µM]	-10%	0%	-5	-4%
CC(C(=O)O)N1C(=O)c2ccccc2C1=O (stereo not given)	-28%[56.9 µM]	9%	2%	-18%	9%	2%	2%	-9	-7%
COc1ccc(S(=O)(=O)N(Cc2nc(-c3cccc(C)c3)no2)C2CCCCC2)cc1	-3%	67%[activator]	0%	-1%	60%[activator]	1%	2%	-1	-1%
Cn1c(SCC(=O)N/N=C/c2cccnc2)nnc1-c1ccccc1	-9%	-21%[57.1 µM]	6%	-16%	12%[57.1 µM]	0%	5%	-8	0%
CCOc1cc(CNc2ccc(O)cc2)cc(Br)c1OCc1ccccc1	-41%	-3%	12%	-19%	-1%	-1%	-14%	24	11%
Cc1ccc(C(C2=C(O)CC(C)(C)CC2=O)C2C(=O)CC(C)(C)CC2=O)s1 (stereo not given)	?	6%	2%	-13%	10µM*	-7%	-11%	-3	-14%
O=C(C1CCN(S(=O)(=O)c2ccc(Br)s2)CC1)N1CCc2ccccc21	6%	10%[57.1 µM]	-1%	-3%	10%[57.1 µM]	0%	1%	-5	1%
COc1ccc(NC(=O)CSc2nc3ccccc3c(=O)n2CCCO)cn1	-13%	1%	0%	-19%	17%	6%	-9%	0	-3%
O=C(NC1CCc2ccccc21)C1CCN(S(=O)(=O)c2ccc(Cl)cc2)CC1 (stereo not given)	-39%	-2%	6%	-19%	-23%	2%	0%	-7	-4%
COc1ccc(N2CCN(C(=O)CN3C(=O)NC(c4ccc(OC)cc4)(c4ccc(OC)cc4)C3=O)CC2)cc1	18%	-1%	1%	-15%	9%	-8%	-1%	-10	-3%
CCCc1cc(=O)[nH]c(SC(C)C(=O)Nc2ccc3c(c2)OCCO3)n1 (stereo not given)	-19%	3%	-3%	-23%	24%	3%	-5%	-3	-6%
O=S(=O)(NCc1ccc(F)cc1)c1cccc(S(=O)(=O)N2CCOCC2)c1	6%	3%[57.1 µM]	4%	-13%	11%[57.1 µM]	1%	0%	-1	-3%
COc1ccccc1NC(C#N)c1ccccc1OCc1ccccc1 (stereo not given)	-42%	-2%	8%	-25%	2%	-21%	?	7	2%
C=CCSc1nc2sc(C)c(C)c2c(=O)n1N	-2%	1%	6%	-15%	15%	-9%	-1%	-7	-2%
CCN(CC(=O)Nc1ccc(NC(C)=O)cc1)C(=O)c1ccc(N2C(=O)c3ccccc3C2=O)cc1	-5%	-1%	6%	-19%	37%	13%	1%	0	-1%
O=C(C1CN(S(=O)(=O)c2ccccc2)CCN1S(=O)(=O)c1ccccc1)N1CCCCCC1 (stereo not given)	-27%	6%	4%	-23%	11%	3%	2%	-3	-7%

Records listed so far printed as active in rTrxR1 inhibitor.
structure	RGS4 inhibitor	TrxR1 substrate	USP1-UAF1 inh	rTrxR1 inhibitor	Vif-A3F inh	Vif-APOBEC3G blk	Glioma ERSR ind
Cc1ccc(C(C2=C(O)CC(C)(C)CC2=O)C2C(=O)CC(C)(C)CC2=O)s1 (stereo not given)	?	6%	-13%	10µM*	-7%	-11%	-14%

Following part:
SMILES	RGS4 inhibitor	TrxR1 substrate	IDH1 R132H inh	USP1-UAF1 inh	rTrxR1 inhibitor	Vif-A3F inh	Vif-APOBEC3G blk	LDHA inh	Glioma ERSR ind
CC(OC(=O)CNC(=O)c1ccco1)C(=O)Nc1ccc(Cl)cn1 (stereo not given)	9%	-6%	3%	-19%	-10%	2%	-3%	-5	-4%
Cc1ccccc1C(=O)/C=C1\NC(=O)CS1	10%	?	1%	-2%	-21%	2%	-6%	-6	-1%
Cc1ccc(Oc2cc(C#N)c(C#N)cc2-n2nnc3ccccc32)cc1C	1%	-6%	3%	-14%	-9%	-5%	2%	-7	-4%
Cc1ccc(C(=O)NC(=C(Cl)Cl)S(=O)(=O)c2ccccc2)cc1	-1%	-1%	1%	-21%	?	3%	?	2	?
CN(c1ccccc1)S(=O)(=O)c1cccc(C(=O)OCC(=O)NCc2ccc3c(c2)OCO3)c1	-29%	-4%	-1%	-1%	17%	-10%	0%	2	-5%
N/C(=N\OC(=O)c1cccc(Br)c1)c1ccncc1	19%	4%[57.1 µM]	-5%	-6%	5%[57.1 µM]	7%	1%	-22	11%
CCOc1ccc(S(=O)(=O)c2c(C(=O)c3ccc(C)cc3)cnc3cc4c(cc23)OCCO4)cc1	10%	9%	12%	-11%	-2%	-7%	-13%	-7	-4%
CCN(CC)S(=O)(=O)c1ccc(N2CCOCC2)c(NC(=O)c2ccc(=O)[nH]c2)c1	-3%	1%	-12%	-10%	6%	-2%	-4%	1	-1%
CCOc1ccccc1Nc1nnc(Cc2ccccc2Cl)c(=O)[nH]1	-4%	-3%	2%	-14%	-1%	·	1%	0	-8%
CCC(Sc1ccc2nnc(-c3cccnc3)n2n1)C(=O)OC (stereo not given)	-5%&31%	32%&9%	4%	3%	21%&34%	0%	4%&0%	-5&-1	-2%&-1%
CC(=O)Nc1ccc(S(=O)(=O)N(C)CC(=O)Nc2ccccc2N2CCCC2)cc1	4%	-1%	4%	-18%	-3%	9%	-2%	4	-4%
O=C(c1ccncc1)N1CCN(c2ccc3ccccc3n2)CC1	4%	3%[57.1 µM]	-1%	-8%	-1%[57.1 µM]	-6%	-3%	-6	-1%
CN(C)S(=O)(=O)c1cccc(COC(=O)c2cnccn2)c1	-31%	8%	5%	0%	17%	10%	3%	-2	-5%
COc1ccc(S(=O)(=O)Cc2ccc(C(=O)N3CCC(C(N)=O)CC3)o2)cc1	-8%	1%	1%	-17%	11%	8%	0%	-2	-3%
COC(=O)[C@H](C)NS(=O)(=O)C1CC1	·	-4%	·	·	-10%	·	1%	·	0%
CC(=O)NC(CC(C)C)C(=O)NC(=O)NCc1ccccc1 (stereo not given)	-13%	12%[57.1 µM]	1%	-11%	23%[57.1 µM]	0%	3%	-4	0%
Cc1ccccc1C(=O)c1cccn1CC(=O)NC(C)c1ccc2c(c1)OCCO2 (stereo not given)	-3%	-10%	2%	-1%	19%[57.1 µM]	5%	-4%	-6	-4%
O=C(COc1ccc(Cl)cc1)N1CCN(c2ccc([N+](=O)[O-])c(N3CCOCC3)c2)CC1	-7%	-17%	6%	-13%	-13%	-6%	2%	-5	-4%
Cc1cnc(C(=O)OCC(=O)NC23CC4CC(CC(C4)C2)C3)cn1	-9%	3%	3%	-2%	21%	-1%	1%	0	-7%
COc1ccc(CNc2nc(-c3ccc(OC)c(OC)c3)cc(C(F)(F)F)n2)cc1	13%	13%	-1%	-10%	4%	-9%	3%	5	-2%
NS(=O)(=O)c1ccc(N=NN2CCCCC2)cc1	7%	0%[57.1 µM]	18%	-16%	3%[57.1 µM]	-6%	3%	-8	0%
O=S(=O)(Nc1cccc(-c2ccc(N3CCOCC3)nn2)c1)c1ccc(Cl)c(Cl)c1	-4%	-11%	-9%	-7%	4%	2%	0%	-3	3%
CCOC(=O)N=S(N)(=O)c1ccccc1 (stereo not given)	0%	0%	3%	-5%	11%	3%	1%	-10	-8%
CC(=O)c1cccc(NC(=O)c2nc(-c3ccc(C)cc3)n3c2CCCCC3)c1	13%	2%	-2%	-30%	15%	7%	-4%	-1	-2%
Cc1ccc(C)c(OC(=O)c2cccnc2)c1	39%	1%	-3%	4%	28%	8%	-1%	-5	-3%
CNCc1c(OCc2ccccc2F)ccc2ccccc12	-1%	-11%[57.1 µM]	4%	-22%	29%[57.1 µM]	-4%	1%	9	-8%
COc1ccc(-n2ncc3c2CC(C)(C)CC3NC(=O)CCc2c(C)noc2C)cc1 (stereo not given)	-3%	3%	1%	-17%	12%	1%	0%	-6	-3%
C(=N\N(Cc1ccccc1)c1ccccc1)/c1cccnc1	-16%	-18%	0%	-15%	-24%	-2%	-6%	1	-6%
CCc1ccc(NC(=O)c2cc(CC(C)C)on2)cc1	14%	6%[57.1 µM]	2%	-10%	20%	-6%	2%	-1	2%
COc1ccc(-n2nc(C(=O)Nc3ccc(Br)cc3C)c3c4ccccc4n(C)c3c2=O)cc1	-3%	-1%	·	?	16%	·	·	-5	·

High-throughput results: PubChem BioAssay, National Center for Advancing Translational Sciences (NCATS)
